Screening results deposited in PubChem BioAssay by several laboratories.
ARFGAP1 inhibitor: inhibits rat ARF GTPase activating protein 1. Q62848. Arfgap1-stimulated ARF1 GTP hydrolysis, GDP FP detection. inhibition, % at 16.5 µM. 0.26% of 360,000 active. AID 651572;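 active means inhibition above a per-plate limit, mean inhibition of low control wells plus 3 SD, cut at about 25% in these data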;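 further: 0% = DMSO wells with enzyme and 100% = wells lacking Arfgap1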
Target sequence (Q62848 1-136 limits assumed): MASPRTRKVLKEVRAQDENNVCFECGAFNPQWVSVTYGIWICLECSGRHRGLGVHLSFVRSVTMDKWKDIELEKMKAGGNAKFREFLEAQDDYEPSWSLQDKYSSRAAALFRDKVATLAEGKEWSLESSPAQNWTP
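Replicates: Single well per compound | Assay system: Truncated rat Arfgap1 GAP domain | Control set: No-Arfgap1 wells (100%) versus DMSO full-reaction wells (0%) | Times: Enzyme reaction 120 min at 25 °C after 20 min preincubation | Reagent: Human ARF1(Δ1-17)-GTP substrate | Measured by: Tracer-displacement fluorescence polarization with EDTA stop, 620/688 nm | Measure: Percent inhibition of Arfgap1-stimulated GTP hydrolysis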
rCAG binder: binds r(CAG) RNA repeats | 1.3% of 370,000 active | AID 651821 | r(CAG) RNA repeat, TO-PRO-1 dye displacement fluorescence | inhibition, % at 3 µM;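 active means inhibition above the plate cutoff, the mean of all test compounds on that plate plus 3 SD, cut at about 35% in these data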;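 further: 0% = DMSO alone and 100% = 100 µM mitoxantrone as full dye displacement; higher means more dye released from RNA so lower well fluorescence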
ABHD4 inh: ABHD4 (mouse) inhibition, primary FP screen. Q8VD66. purified mABHD4, FP-Rh probe fluorescence polarization. inhibition, % at 8.92 µM. 0.54% of 370,000 active;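 active means inhibition exceeding the mean over every tested compound plus 3 SD, cut at about 30% in these data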;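 further: 0% = plate median of compound wells and 100% = S159A mutant with DMSO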
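Assay system: Wild-type mouse ABHD4 protein | Medium: HEPES pH 7.0 buffer, 150 mM NaCl, 0.01% Pluronic F-127 | Incubation: Enzyme–compound pre-incubation 45 min, then probe 60 min, both 25 °C | Technique: Fluorescence polarization with parallel and perpendicular emission, 525/598 nm | Evaluation: % inhibition of FP-Rh probe binding versus controls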
PG9 Ab binder: PG9 antibody binding by small molecule. TR-FRET gp120-PG9 antibody binding. 0.43% of 360,000 active. AID 624416. inhibition, % at 6.7 µM; in the data active means inhibition above about 8.5%
ASAP1 inh: ASAP1 ArfGAP inhibition. Q9ULH1. ASAP1-stimulated ARF1 GTP hydrolysis, GDP FP detection. inhibition, % at 16.5 µM. 0.19% of 360,000 active. AID 624377; in the data active means inhibition above about 25%;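 further: 0% = vehicle with enzyme and substrate and 100% = no enzyme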
Target sequence (Q9ULH1 325-724 limits assumed): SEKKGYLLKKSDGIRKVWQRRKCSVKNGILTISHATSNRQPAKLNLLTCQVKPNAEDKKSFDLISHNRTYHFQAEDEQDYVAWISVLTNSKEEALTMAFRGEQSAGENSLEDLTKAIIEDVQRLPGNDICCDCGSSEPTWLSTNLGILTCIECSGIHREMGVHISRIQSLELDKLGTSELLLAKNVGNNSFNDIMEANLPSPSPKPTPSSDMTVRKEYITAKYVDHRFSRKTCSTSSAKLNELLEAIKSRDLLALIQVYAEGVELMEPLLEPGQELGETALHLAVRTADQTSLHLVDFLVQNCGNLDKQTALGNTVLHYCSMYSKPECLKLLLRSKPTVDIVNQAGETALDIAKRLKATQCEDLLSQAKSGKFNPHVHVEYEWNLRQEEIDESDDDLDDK
HTRA1 inh: blocks human HTRA1 serine peptidase. AID 504803. inhibition, % at 5.96 µM. recombinant HTRA1, FP-rhodamine activity-based probe, fluorescence polarization. Q92743. 0.5% of 340,000 active; in the data active means inhibition above about 36%;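 further: 0% = enzyme with DMSO and 100% = wells lacking enzyme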
Target sequence (Q92743 whole entry, looked up): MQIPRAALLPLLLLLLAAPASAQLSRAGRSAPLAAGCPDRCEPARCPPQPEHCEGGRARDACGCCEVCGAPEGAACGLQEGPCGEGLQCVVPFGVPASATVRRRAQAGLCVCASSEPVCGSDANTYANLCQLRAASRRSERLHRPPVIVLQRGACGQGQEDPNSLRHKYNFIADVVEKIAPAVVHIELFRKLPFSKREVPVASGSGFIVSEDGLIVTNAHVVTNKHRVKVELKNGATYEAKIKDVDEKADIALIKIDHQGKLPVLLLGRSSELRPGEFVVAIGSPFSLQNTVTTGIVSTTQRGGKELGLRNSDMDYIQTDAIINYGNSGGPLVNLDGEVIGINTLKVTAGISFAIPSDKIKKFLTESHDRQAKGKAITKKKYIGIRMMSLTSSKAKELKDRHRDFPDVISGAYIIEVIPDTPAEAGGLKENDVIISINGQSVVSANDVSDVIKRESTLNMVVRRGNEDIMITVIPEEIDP
Rev-erbA mod: modulates human Rev-erb alpha binding to DNA; 0.79% of 370,000 active; Rev-erbα–FITC-DNA binding, fluorescence polarization, 90 min; P20393; activity, % at 10 µM;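 active means activity above about 14%, limit read from the data; passing the limit was not always enough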;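 further: 0% = DMSO wells with 35 nM protein and 100% = DMSO wells with 750 nM protein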
GC-A act: GC-A (human) enzyme activation. activation, % at 10 µM. 0.14% of 370,000 active. P16066. AID 1671463. HEK293 GC-A cells, cGMP TR-FRET, EC30 ANP; 0% at EC30 ANP, 100% saturating ANP; in the data active means activation above about 40%
NPR2 activator: GC-B (human) receptor activation | activation, % at 10 µM | 0.11% of 370,000 active | HEK293-GC-B cells, CNP EC30, cGMP TR-FRET; 0% at EC30 CNP, 100% saturating CNP;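 active means activation at 10 µM reaching about 35% in either raw or pattern-adjusted values, limit read from the data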
SMARCA2 act: increases SMARCA2 function in MMTV reporter cells; MG213 cells, MMTV-luciferase reporter, dexamethasone, overnight; activation, % at 9.1 µM; 1% of 370,000 active; in the data active means activation above about 7.8%;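 further: 0% = vehicle wells and 100% = reference activator wells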
The depositor's hits bear a star; . = no result given; & = joins results of further samples. Hits appear at their usual frequency; 4.4% or so of the library scored in one or more.

SMILES	ARFGAP1 inhibitor	rCAG binder	ABHD4 inh	PG9 Ab binder	ASAP1 inh	HTRA1 inh	Rev-erbA mod	GC-A act	NPR2 activator	SMARCA2 act
COc1ccccc1N1CCN(C(=O)CSc2nnc(NC(=O)c3ccco3)s2)CC1	9	6	4	0.2	1	0	3	-2	-4	-1
COc1ccc(C2CC(c3ccc(F)cc3)=NN2c2ccccc2)cc1OC (configuration not stated)	-2	0	-17	0.6	6	-24	1	7	-6	-3
O=C(NCc1ccccc1)c1ccc(Br)o1	2	1	-3	-3.6	-6	-10	-2	2	-4	2
CC(=O)Nc1cccc(-c2ccnc3c2CC(C(=O)Nc2ccc(F)c(Cl)c2)O3)c1 (configuration not stated)	-4	2	4	0.8	3	.	0	-2	-5	-2
CCC(=O)c1ccc(OCC(=O)OC(C)C(=O)N2CCc3ccccc32)cc1 (configuration not stated)	-1	-3	-1	0.9	11	-4	-3	-6	1	3
Cc1ccc(S(=O)(=O)CC(=O)c2ccc(C(C)(C)C)cc2)cc1	11	-1	0	-0.6	11	-32	3	4	0	0
CCn1c(SCC(=O)NC(C)(C)C)nnc1-c1ccoc1C	-6	-5	1	-0.1	2	-3	-5	3	5	1
O=C1N2CCSC2=NC1(Nc1ccccn1)C(F)(F)F (configuration not stated)	-3	1	4	-0.2	-4	2	-3	-1	0	1
CC1CCN(c2ccc(C(=O)O)cc2NS(=O)(=O)c2ccc(Br)cc2)CC1	-9	35*	39*	-0.3	1	-10	-6	2	-1	0
Nc1nc(COc2ccccc2C=O)nc(Nc2ccccc2)n1	-5	3	-2	0.2	-6	-25	3	1	-4	-2
CC(=O)C1=C(O)C(=O)N(CCc2ccccc2)C1c1ccccc1[N+](=O)[O-] (configuration not stated)	3	2	3	-1.5	-5	3	-4	4	5	0
CCOC(=O)C1CCCN(C(=O)c2ccccc2OC(F)(F)F)CC1 (configuration not stated)	6	-1	1	-0.9	-8	.	2	1	-1	-2
O=C(Cc1ccccc1)NC1CCCCC1	21	3	-11	1.8	-8	.	2	2	3	0
CC(=O)N1c2ccccc2[C@@H](C)[C@@H]1C	-1	0	6	1.0	11	4	3	2	0	2
Cc1cccc(-c2noc(CCCOc3ccc(Cl)cc3Cl)n2)c1	-1	4	-5	-0.2	5	-12	-1	2	-2	-3
COc1ccccc1N1CCN(C(=O)N2CCOCC2)CC1	4	-3	0	-1.3	-12	1	5	0	0	0
O=c1c2ccccc2nc(COc2ccccc2)n1/N=C/c1cc([N+](=O)[O-])ccc1O	8	11	3	-3.0	6	36*	9	1	-5	0
O=C(c1cccs1)n1nc(-c2ccccc2)nc1NCc1ccc(F)cc1	9	0	-3	-2.9	-2	3	-4	-1	-2	0
CC1(C)NS(=O)(=O)Oc2ccccc21	10	-2	3	0.5	3	6	-3	0	4	0
CCOc1cc(CNCC2CCCO2)cc(Br)c1OCC(N)=O (configuration not stated)	-9	-2	-2	-3.5	-2	0	-3	-2	-3	-1
Cc1nc2ccc(S(=O)(=O)N(C)CC(=O)NCCc3ccccc3)cc2s1	-3	-1	1	0.7	-1	-8	-2	1	-2	-1
CCOc1ccc(N2C(=O)C3Sc4[nH]c(=O)sc4C(/C=C/c4ccccc4)C3C2=O)cc1 (configuration not stated)	-4	57*	5	-2.4	2	-3	-1	-5	0	-3
COc1cccc(-c2cnc(C(O)c3cccc(C)c3C)[nH]2)c1 (configuration not stated)	-4	0	5	0.7	18	.	-1	1	-4	-2
CC(C)CNc1nc(NC(C)(C)C)nc(Oc2ccc(=O)[nH]n2)n1	4	-4	-1	-0.9	7	-4	-4	-3	2	-1
COCCNc1nc(NCc2ccccc2F)c2sccc2n1	24	0	-3	2.6	-9	.	11	6	3	-2
SMILES	ARFGAP1 inhibitor	rCAG binder	ABHD4 inh	PG9 Ab binder	ASAP1 inh	HTRA1 inh	Rev-erbA mod	GC-A act	NPR2 activator	SMARCA2 act
COc1cc(NC(=O)CCc2nnc3ccc(N4CCCC4)nn23)cc(OC)c1OC	7	-6	9	0.1	8	8	-7	-1	-5	-1
C[C@H](NC(=O)[C@@H]1CCC(=O)N1Cc1ccco1)c1ccccc1	-1	-1	-4	-1.4	-6	3	-1	1	3	-3
O=c1cc(-c2ccc(Br)cc2)[nH][nH]1	-7	16	17	-1.7	-9	4	1	2	-4	-1
CCOc1ccc(-c2nnc(SCC(=O)NC(C)(C)C)nc2-c2ccc(OCC)c(OC)c2)cc1OC	-8	3	-12	-1.4	-1	-17	3	0	3	-4
O=C(COc1ccccc1C(=O)O)Nc1nc2ccc([N+](=O)[O-])cc2s1	-1	40*	-5	0.4	-5	-25	8	7	6	-2
O=C(COC(=O)/C=C/c1cccc(Br)c1)NC1CC1	8	0	-1	0.1	19	0	1	0	1	3
COCN(C#N)c1nc(N(C)C)nc(N(C)C)n1	-5	-2	3	0.3	11	0	5	-2	-2	-4
CC(=O)NC12CC3CC(C1)CC(C(=O)Nc1c(C)n(C)n(-c4ccccc4)c1=O)(C3)C2	2	-2	1	0.7	9	3	-3	3	-4	-2
CC1CCN(c2nc3c(=O)[nH]c(N)nc3n2[C@@H]2O[C@H](CO)[C@@H](O)[C@H]2O)CC1	-6	5	0	-2.9	-6	1	-8	4	4	-3
O=C(CN1CCCC1)N1CCCc2ccccc21	0	-3	12	-1.7	-5	-2	4	5	5	-7
O=c1c2c3c(sc2n(CCN2CCCC2)c(=O)n1Cc1ccccc1)CCCCC3	-2	4	4	0.8	2	.	-7	3	3	-5
S=C1NC(c2cccs2)=CC(c2ccc(Br)cc2)N1 (configuration not stated)	18	2	-7	0.5	6	-37	-2	-3	3	-2
CCOC(=O)CC(N)c1ccc(OC)cc1 (configuration not stated)	6	6	-9	-1.8	-1	7	3	-3	-4	-2
COc1cccc(C(=O)N2CCN(C(=O)c3cccc(F)c3)CC2)c1	6	-3	3	-1.9	-2	2	11	-3	-1	-3
CC1CN(C2CCN(S(=O)(=O)c3ccc4ccccc4c3)CC2)CC(C)O1 (configuration not stated)	4	6	8	0.2	1	1	1	2	6	-2
CCOc1ccc(C(=O)NCc2ccco2)cc1OC	7	-2	4	-0.6	-2	3	-3	0	-2	-3
CCCOC(=O)c1ccc(OCC(O)CN2C(=O)NC(C)(C)C2=O)cc1 (configuration not stated)	2	0	-4	-0.4	-7	-4	-1	0	4	1
Cc1ccc(CN2CCN(Cc3nc(C(C)C)cs3)CC2CCO)cc1 (configuration not stated)	-8	-11	-5	-0.4	1	9	3	2	-2	-4
O=Cc1ccc(OC(=O)c2cccnc2)cc1	-6	2	3	1.1	19	-3	0	13	7	-2
N#Cc1ccc(NC(=O)COC(=O)C2Cc3ccccc3CN2C(=O)c2ccccc2)cc1 (configuration not stated)	9	0	6	-1.4	4	-2	0	-9	-4	-6
O=C(CSc1nc2ccsc2c(=O)n1-c1ccccc1)N1CCCC1	1	-4	-2	-0.6	9	3	-4	4	3	0
COc1ccc(CC(=O)NNS(=O)(=O)c2ccccc2)cc1OC	-11	-3	1	0.7	-4	4	2	1	0	-1
COc1ccc(CN(CC2CCC(C(=O)O)CC2)C(=S)Nc2cc(C)cc(C)c2)cc1 (configuration not stated)	5	5	10	-0.9	4	-10	4	-2	6	-3
C[C@H]1CCC/C=C/C(=O)c2c(cc(O)c(Cl)c2O)CC(=O)O1	.	6	12	.	.	.	-3	3	-1	-1
O/N=C\c1ccc2noc(-c3ccc(Cl)cc3)c2c1	25*	5	-2	-0.2	7	1	0	2	-9	3

Structures above that contain a cyano group, in the order listed:
SMILES	ARFGAP1 inhibitor	rCAG binder	ABHD4 inh	PG9 Ab binder	ASAP1 inh	HTRA1 inh	Rev-erbA mod	GC-A act	NPR2 activator	SMARCA2 act
COCN(C#N)c1nc(N(C)C)nc(N(C)C)n1	-5	-2	3	0.3	11	0	5	-2	-2	-4
N#Cc1ccc(NC(=O)COC(=O)C2Cc3ccccc3CN2C(=O)c2ccccc2)cc1 (configuration not stated)	9	0	6	-1.4	4	-2	0	-9	-4	-6

Further results follow.
SMILES	ARFGAP1 inhibitor	rCAG binder	ABHD4 inh	PG9 Ab binder	ASAP1 inh	HTRA1 inh	Rev-erbA mod	GC-A act	NPR2 activator	SMARCA2 act
CCCC(c1nnnn1Cc1cccs1)N1CCN(c2ccc(OC)cc2)CC1 (configuration not stated)	-7	-6	0	-1.9	8	-8	3	-6	-5	5
Cc1nc2ccc(NC(=O)c3nn(C(C)C)c(=O)c4ccccc34)cc2s1	2	1	-8	-1.6	2	-21	-2	4	-6	-2
COc1cc(C(=O)NCc2nnc(SCC(=O)N3CCCCC3)o2)cc(OC)c1OC	-17	-4	5	-1.1	1	1	1	-1	3	-5
COCCN(CC(=O)NCc1ccccc1)C(=O)CCC(=O)Nc1nccs1	7	1	-8	2.3	-11	-5	1	-2	8	3
Cc1ccc(SC(C)c2nc(-c3ccccc3)no2)cc1 (configuration not stated)	2	-1	0	-0.6	-2	0	2	-2	-3	1
CCOP(=O)(OCC)C(Nc1cccc(C)c1)c1ccc(F)cc1 (configuration not stated)	1	-7	0	-0.3	-9	-4	-4	-15	-11	-2
O=C(C(=O)N(Cc1ccccc1)Cc1ccccc1)c1c(-c2ccccc2)[nH]c2ccccc12	-8	14	-68	-1.9	12	-81	-3	-2	6	-6
O=S(=O)(c1cccc(S(=O)(=O)N2CCN(c3ncccn3)CC2)c1)N1CCOCC1	3	-4	7	-2.3	-5	-4	-2	0	-1	-1
Cc1nn(CC(C)C)c(Cl)c1C(=O)N(c1ccc(Cl)cc1F)S(C)(=O)=O	-7	-5	-8	0.9	0	-1	2	-22	-7	-3
COc1cccc(CN(C)C(=O)Nc2cccc(C(F)(F)F)c2)c1OC	-5	-3	1	-2.5	-1	-10	-3	-5	0	-1
COc1ccc(CN2C(=O)C(CC(C)C)Nc3ncnc(N4CCN(c5ccccc5)CC4)c32)cc1 (configuration not stated)	-5&5	5&8	-8&-4	-2.4&-2.8	14&-4	-23	-3&2	1&1	-2&5	-1&-2
O=C(N/N=C/c1coc2ccccc2c1=O)c1cn(-c2ccccc2)nc1-c1ccccc1	-8	4	-2	0.0	3	-40	3	-7	-3	-2
C[C@@H]1CN([C@H](C)CO)C(=O)c2cc(Br)cnc2O[C@@H]1CN(C)C(=O)Cc1ccccc1	-17	1	1	0.4	5	3	1	2	0	-1
Cc1cc([N+](=O)[O-])ccc1NC1CCCC1	-9	-2	7	-3.1	-5	-19	3	2	3	-2
CCOCCCNC(=S)NCCCNc1nc2c(C)cc(C)cc2cc1C#N	7	-5	4	1.4	2	-1	2	-11	-3	1
COc1ccc(S(=O)(=O)N(CC(=O)NCc2ccco2)c2ccc(C)cc2)cc1OC	-12	2	-2	0.1	2	2	0	-7	-8	0
O=C(CNC(=O)c1ccc(F)cc1)NCc1ccc(S(=O)(=O)N2CCOCC2)cc1	-7	1	-8	0.4	3	3	-4	-1	4	-3

Retrieved by compound from the entries so far, 2 records:
SMILES	ARFGAP1 inhibitor	rCAG binder	ABHD4 inh	PG9 Ab binder	ASAP1 inh	HTRA1 inh	Rev-erbA mod	GC-A act	NPR2 activator	SMARCA2 act
Cc1ccc(S(=O)(=O)CC(=O)c2ccc(C(C)(C)C)cc2)cc1	11	-1	0	-0.6	11	-32	3	4	0	0
O=C(N/N=C/c1coc2ccccc2c1=O)c1cn(-c2ccccc2)nc1-c1ccccc1	-8	4	-2	0.0	3	-40	3	-7	-3	-2
